High-throughput results deposited in PubChem BioAssay by several laboratories.
KCNQ1 inh: blocks the human KCNQ1 potassium channel; P51787; actives 1.3% (n = 310,000); CHO-K1 KCNQ1, FluxOR thallium flux fluorescence; hits give high values; B-score at 10 µM; AID 2642;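 active = compounds whose thallium flux B-score, printed positive for inhibition, exceeds three library SD while starting fluorescence stays within three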;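 also: channel opened by potassium depolarization with thallium stimulus after 20 min compound exposure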
Target sequence (P51787 whole entry, looked up): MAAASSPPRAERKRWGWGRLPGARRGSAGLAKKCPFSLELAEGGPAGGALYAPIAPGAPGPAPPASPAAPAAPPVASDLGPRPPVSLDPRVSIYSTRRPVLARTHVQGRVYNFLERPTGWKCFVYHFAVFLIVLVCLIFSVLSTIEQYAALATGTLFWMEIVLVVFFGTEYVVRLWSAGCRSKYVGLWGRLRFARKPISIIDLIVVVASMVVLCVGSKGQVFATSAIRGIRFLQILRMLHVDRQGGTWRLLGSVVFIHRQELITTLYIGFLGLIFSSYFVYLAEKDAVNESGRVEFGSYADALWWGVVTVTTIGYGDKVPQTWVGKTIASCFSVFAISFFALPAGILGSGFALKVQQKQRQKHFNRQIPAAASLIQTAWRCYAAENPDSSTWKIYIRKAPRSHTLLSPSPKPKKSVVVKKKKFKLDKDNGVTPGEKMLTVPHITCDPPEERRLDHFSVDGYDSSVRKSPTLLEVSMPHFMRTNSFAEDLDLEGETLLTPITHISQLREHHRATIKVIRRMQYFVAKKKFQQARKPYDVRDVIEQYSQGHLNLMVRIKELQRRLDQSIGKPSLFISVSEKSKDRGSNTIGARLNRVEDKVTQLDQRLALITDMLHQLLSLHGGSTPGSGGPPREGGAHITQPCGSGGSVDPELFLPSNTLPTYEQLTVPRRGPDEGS
KCNQ1 act: potentiates or activates the human KCNQ1 potassium channel. P51787. CHO-K1 KCNQ1, thallium flux FluxOR fluorescence; hits give high values. B-score at 10 µM. actives 0.35% (n = 310,000). AID 2648;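 active = fluorescence ratio B-score, a plate-corrected score, at least three library SD, with initial intensity B-score within 5 SD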
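assay system = KCNQ1-transfected CHO-K1 cells | medium = assay buffer with matched DMSO | probe or stimulus = depolarizing K+/Tl+ stimulus, K2SO4 and Tl2SO4 each 12.5 mM in 5x stock | dosing = single dose | incubation = dye 90 min, compound 20 min, room temperature | detection = kinetic FluxOR fluorescence, 10 s baseline plus 110 s post-stimulus | evaluation = ratio B score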
RGS4 pot: RGS4 potentiation or activation; HEK293 M3R/inducible RGS4, carbachol calcium flux Fluo4; hits give low values; B-score at 10 µM; actives 0.92% (n = 310,000); AID 463111;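 active = B-score of the integrated calcium signal more than 4 SD below the library mean, with starting fluorescence not abnormally high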;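 also: negative B-score means reduced calcium response which marks RGS4 activation or potentiation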
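System – HEK293 FlpIn-TREx cells, stable M3R, doxycycline-inducible RGS4 · Reagent – ECmax carbachol challenge · Times – compound preincubation 20 min at room temperature before agonist · Technique – Fluo4 fluorescence kinetic imaging of calcium · Measure – B score of integrated Fluo4 ratio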
SKKanGAS inh: SKKanGAS growth inhibition | S. pyogenes SKKanGAS, kanamycin growth, BacTiter-Glo, 6 h | inhibition, % at 7.5 µM | actives 1.3% (n = 300,000);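 active = mean replicate score, as percent of positive control median, at least 50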;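 also: strain carries kanamycin resistance gene driven by streptokinase promoter and grows in 40 µg/ml kanamycin; loss of luminescence reflects streptokinase promoter inhibition or plain growth inhibition; 0% = median of DMSO wells and 100% = positive control at its reference dose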
HDAC3 inhib: inhibitors of human histone deacetylase 3; O15379; recombinant HDAC3, fluorogenic peptide/trypsin coupled, fluorescence; AID 2718; actives 0.15% (n = 320,000); inhibition, % at 8.3 µM; in the data active = inhibition above about 26%, passing the limit was not always enough
RGS4 block: human RGS4 inhibition; B-score at 10 µM; actives 0.45% (n = 310,000); HEK293 M3R/RGS4 inducible, Fluo-4 calcium flux; hits give high values; triggered by carbachol at its EC20;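 active = B-score, a plate-corrected calcium signal, over three deviations above library mean, with baseline fluorescence within five deviations of library mean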;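 also: RGS4 expression induced by doxycycline in cells with stable M3 receptor; B-score is computed from the integrated fluorescence ratio over baseline after carbachol; higher B-score means a larger calcium signal and so more RGS4 inhibition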
Target sequence (P49798 whole entry, looked up): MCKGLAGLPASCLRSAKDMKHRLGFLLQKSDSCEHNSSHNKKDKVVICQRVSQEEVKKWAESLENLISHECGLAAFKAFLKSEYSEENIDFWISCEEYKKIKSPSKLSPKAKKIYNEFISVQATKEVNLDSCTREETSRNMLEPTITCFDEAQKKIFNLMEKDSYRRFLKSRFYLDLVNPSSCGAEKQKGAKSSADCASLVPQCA
hERG rescue: hERG (human) protection from proarrhythmic block | Q12809 | actives 0.51% (n = 310,000) | CHO-hERG, FluxOR thallium flux, dofetilide IC70 present | activation (rescue from dofetilide block), less the hit threshold, % at 10 µM;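 active = activation above the mean of controls blocked by dofetilide plus 5 SD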;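 also: thallium influx through hERG after potassium depolarization seen as dye fluorescence rise; in these data hits start at about 4.7%; inactives centre near -7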
ANO1 block: inhibitors of mouse TMEM16A calcium-activated chloride channel | Q8BHY3 | HEK293 TMEM16A/YFP iodide influx fluorescence, ionomycin | normalized B-score (activity score, 25-100; higher = stronger inhibition) at 10 µM | actives 1.2% (n = 310,000);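 active = ratio plate-corrected score three or more library SD toward inhibition, starting fluorescence score within five deviations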;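 also: score derived from kinetic fluorescence span divided by baseline fluorescence per well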
ANO1 activ: activates or potentiates the mouse TMEM16A chloride channel. AID 623877. actives 0.3% (n = 340,000). B-score at 10 µM. HEK293 TMEM16A/YFP-H148Q/I152L, iodide quench fluorescence; hits give low values;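 active = fluorescence-ratio B-score plate-corrected deviation score at least 3 library SD below zero, with starting fluorescence score within 5 deviations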;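 also: channel opened by trigger with iodide after compound preincubation; score built on the fluorescence ratio of max minus min over baseline; more negative score means more quench and so TMEM16A activation or potentiation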
KCNK3 inh: human KCNK3 channel inhibition, primary screen; CHO-KCNK3 thallium flux, FluxOR fluorescence; hits give low values; B-score at 10 µM; actives 0.84% (n = 340,000); AID 602410;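 active = B-score under library mean minus 4 SD, starting fluorescence ratio at most library mean plus 5 SD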;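 also: more negative B-score means stronger inhibition of thallium flux through KCNK3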
KCNK9 inh: human KCNK9 channel inhibition; HEK293 KCNK9, FluxOR thallium flux fluorescence; hits give low values; B-score at 10 µM; actives 1.2% (n = 310,000); AID 488922;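 active = ratio B-score over 3 SD below the library mean, with starting fluorescence within 5 SD of its mean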;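 also: negative B-score means less thallium flux so channel inhibition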
Starred values were filed as active, the others as inactive; i = inactive; x = not tested or not shown. The order is random; any-hit rate near 6.3%.

structure,KCNQ1 inh,KCNQ1 act,RGS4 pot,SKKanGAS inh,HDAC3 inhib,RGS4 block,hERG rescue,ANO1 block,ANO1 activ,KCNK3 inh,KCNK9 inh
CN(C)c1nn(C(=O)Nc2cccc(C(F)(F)F)c2)cc1-c1ccccc1,i,i,i,0,2,i,-23,i,i,i,i
COc1cc(-c2nc(-c3ccc(Br)o3)no2)cc(OC)c1OC,i,i,i,-11,0,i,-9,i,i,i,i
Nc1cc(-c2ccc(OC(F)(F)F)cc2)nn1-c1ccc(Cl)c(Cl)c1,i,i,i,67*,5,i,-4,i,i,i,i
CC(=O)c1ccc(NC(=O)/C(=C\c2ccc(F)cc2)NC(=O)c2ccco2)cc1,i,i,i,-3,3,i,-6,i,i,i,i
COc1ccc(N2C(=O)c3ccccc3NC23CCCC3)cc1,i,i,i,-9,-20,i,-2,i,i,i,i
COc1cccc(OC)c1NC(=O)NC(=O)c1c(OC)c(Br)cc([N+](=O)[O-])c1OC,i,i,i,-1,3,i,-12,i,i,i,i
CCc1nnc(NC(=O)CSc2nccn2-c2cccc(C)c2C)s1,i,i,i,1,0,i,-2,i,i,i,i
CC1(C)CC(=O)C(C(N)=NC(=O)c2ccc([N+](=O)[O-])cc2)=C(O)C1,i,i,i,-12,0,i,-19,i,i,i,i
O=C(CSc1nccc(=O)[nH]1)c1ccccc1Br,i,i,i,-2,4,i,-9,i,i,i,i
COc1ccc([N+](=O)[O-])cc1N(CC(O)CN(C)C)S(=O)(=O)c1ccc(C)cc1 (configuration not stated),i,i,i,0,3,i,-22,i,i,i,i
CCC(C)c1ccccc1NC(=O)COC(=O)c1ccc(C)c(NC(=O)c2ccco2)c1 (configuration not stated),i,i,i,9,5,i,-9,i,i,i,i
CCc1nnc(NC(=O)CSc2nnc(CSc3nc(C)cc(C)n3)n2C)s1,i,i,i,-26,7,i,-10,i,i,i,i
COc1cccc(C2CC(c3ccc(Cl)cc3)n3nc(N)nc3N2)c1 (configuration not stated),i,i,i,-1,2,i,-8,i,i,i,i
CCN(CC(=O)NCc1ccc(Cl)cc1)C(=O)Cc1ccc(OC)cc1,i,i,i,6,-8,i,-2,i,i,i,i
O=C(OCCCCOC(=O)c1ccccc1)c1ccccc1,i,i,i,1,-3,i,-8,i,i,i,i
Cn1nccc1C(=O)N1CCOCC1,i,i,i,-2,4,i,-7,i,i,i,i
c1cc2c(cnc3cscc32)s1,i,i,i,1,-9,i,-4,i,i,i,i
COc1ccc2oc(C(=O)Nc3ccccc3N3CCOCC3)c(C)c2c1,i,i,i,-11,-1,i,-5,i,i,i,i
O=C(Nc1ccc(F)cc1)c1cc2ccccc2o1,i,i,i,-4,-2,i,-6,i,i,i,i
COc1ccc(-c2noc(CNS(=O)(=O)c3ccc(NC(C)=O)cc3)n2)cc1,i,i,i,9,-2,i,-10,i,i,i,i
O=C(Nc1ccccc1N1CCOCC1)c1csc2c1CCCC2,i,i,i,-4,x,i,-18,i,i,i,i
CC(C)CN1C(=O)C(=O)N(CC(=O)Nc2cc(Cl)ccc2Oc2ccccc2)C1=O,i,i,i,14,11,i,1,i,i,i,i
Cc1cccc(NCc2ccccc2)c1,i,i,i,-6,-8,i,-14,i,i,i,i
COc1ccc(-c2nc3nc(C)c(Cc4ccccc4)c(=O)n3[nH]2)cc1,i,i,i,24,-3,i,-5,i,i,i,i
COc1ccccc1N1CCN(/N=C/c2ccc(O)cc2O)CC1,i,i,i,1,6,i,-8,i,i,i,i
CC(=O)Nc1cccc2c1C(=O)N(c1ccc(C)cc1)C2=O,i,i,i,8,-1,i,-15,i,i,i,i
CC1(C(=O)NNC(=O)c2cccc([N+](=O)[O-])c2)CC1(Br)Br (configuration not stated),i,i,i,-8,2,i,-4,i,i,i,i
Cc1ccc(S(=O)(=O)NCCC(=O)N2CCN(Cc3ccccc3)CC2)cc1,i,i,i,-2,3,i,4,i,i,i,i
O=C(C1CCCN1S(=O)(=O)c1cccc2cccnc12)N1CCN(c2ccccc2)CC1 (configuration not stated),i,i,i,1,2,i,-8,i,i,i,i
Cc1cc(OCC(=O)NC2CCN(C)CC2)ccc1[N+](=O)[O-],i,i,i,-3,2,i,-10,i,i,i,i
CCOc1ccccc1CNC(=O)CCC(=O)N1Cc2ccccc2Oc2ncccc21,i,i,i,-7,5,i,-13,i,i,i,i
COC(=O)/C(=C(/F)Sc1cc(C)c(O)c(C)c1)C(F)(F)F,i,i,i,3,12,i,-18,i,i,i,i
Clc1ccc(-c2c[nH]c3ccccc23)nn1,i,i,i,-5,4,i,-4,i,i,i,i
O=C1CCCN1CC(=O)N1CCCC(N2CCN(c3cccc(Cl)c3)CC2)C1 (configuration not stated),i,i,i,-2,3,i,0,i,i,i,i
CCNc1nc(NC(C)(C)C)nc(Oc2ccc(=O)n(-c3ccccc3)n2)n1,i,i,i,-6,0,i,-10,i,i,i,i
O=C(CSc1n[nH]c(-c2cccnc2)n1)Nc1ccc(Cl)cc1,i,i,i,-7,-2,i,-10,i,i,i,i
CCN(CC)CC#CCC1(O)c2ccccc2-c2ccccc21,i,i,i,-2,-1,i,-3,i,i,i,i
Cc1ccc(NC(=O)OC(C)CNC(=O)Oc2cccc(C)c2)cc1 (configuration not stated),i,i,i,2,7,i,-15,i,i,i,i
CC(C(=O)NCc1cccs1)N1C(=O)c2ccccc2C1=O (configuration not stated),i,i,i,3,-6,i,-5,i,i,i,i
O=C(CSc1ccc(Cl)cc1)N1CCN(c2ccc(Cl)cc2[N+](=O)[O-])CC1,i,i,i,8,2,i,-15,100*,i,i,i
CN(C)c1nc(OCCNC(=O)COc2ccccc2Cl)nc(N(C)C)n1,i,i,i,0,1,i,-11,i,i,i,i
O=C(c1cnc(N2CCN(c3ncccn3)CC2)c2ccccc12)N1CCN(c2ncccn2)CC1,i,i,i,6,5,i,-12,i,i,i,i
Cc1ccc(C)n1-c1ccc(C(=O)/C=C/N(C)C)cc1,i,i,i,0,4,i,-6,i,i,i,i
Cc1ccc(CCNC(=O)c2sc3nc4n(c(=O)c3c2C)CCC4)cc1,i,i,i,-5,-1,i,-7,i,i,i,i
O=C1C(Cc2ccc(O)cc2)NC(=S)N1c1ccccc1 (configuration not stated),i,i,i,-2,1,i,-11,i,i,i,i
COc1ccc(CC(=O)N2CCCC(C)C2)cc1 (configuration not stated),i,i,i,-4,6,i,-13,i,i,i,i
CCC1(C)Cc2ccccc2-c2c1c(=O)n(-c1ccc(C)cc1)c1nnnn21 (configuration not stated),i,i,i,-1,4,i,-2,i,i,i,i
CCOc1cc(/C=C2\C(=O)N(c3nc(-c4ccc(Br)cc4)cs3)N=C2c2ccccc2)ccc1O,i,i,i,73*,2,i,-16,i,i,i,i
CCC(=O)NCCc1nc2cc(NC(=O)c3ccc(F)cc3)ccc2n1C,i,i,i,-6,-1,i,-7,i,i,i,i
Cc1ccc(NC(=O)C2CCN(S(=O)(=O)c3cccc4cccnc34)CC2)nc1,i,i,i,-3,6,i,-3,i,i,i,i
O=C(CSc1nc2c(c(=O)n1-c1ccc(Br)cc1)SCC2)NCC1CCCO1 (configuration not stated),i,i,i,1,3,i,-1,i,i,i,i
O=C(/C=C/c1ccc(S(=O)(=O)N2CCOCC2)cc1)NCc1ccccc1Cl,i,i,i,-6,-4,i,-6,i,i,i,i
COc1ccc2cc(CN(CC3CCCO3)S(=O)(=O)c3ccc(C(C)=O)cc3)c(=O)[nH]c2c1 (configuration not stated),i,i,i,-8,2,i,-4,i,i,i,i
Cc1ccc2[nH]cc(CCNC(=O)c3ccc([N+](=O)[O-])cc3)c2c1,i,i,i,-4,11,i,-3,i,i,i,i
CC(C)C(OC(=O)c1cc2occc2n1C)C(=O)NCc1ccc2c(c1)OCO2 (configuration not stated),i,i,i,-2,-1,i,-1,i,i,i,i
CCOc1ccc(NS(=O)(=O)c2cc(OC)ccc2OC)cc1,i,i,i,-14,10,i,-3,i,i,i,i
Cc1ccc(OCC(=O)Nc2ccc(NC(=O)c3ccccc3)c(C)c2)cc1,i,i,i,x,-1,i,-7,i,i,i,i
CC(=O)Nc1ccc2nc(-c3cccs3)[nH]c2c1,i,i,i,-1,-158,i,1,i,i,i,i
CCN(CC)C(=O)c1ccc(COc2ccccc2Cl)o1,i,i,i,-3,9,i,-4,i,i,i,i
O=C(CSc1nnc(CNC(=O)c2ccco2)o1)Nc1ccccc1F,i,i,i,-1,9,i,-9,i,i,i,i

Whole records, quoted from the list. Order of values: KCNQ1 inh, KCNQ1 act, RGS4 pot, SKKanGAS inh, HDAC3 inhib, RGS4 block, hERG rescue, ANO1 block, ANO1 activ, KCNK3 inh, KCNK9 inh
CCOc1ccc(NS(=O)(=O)c2cc(OC)ccc2OC)cc1 as listed: i, i, i, -14, 10, i, -3, i, i, i, i
O=C(CSc1nc2c(c(=O)n1-c1ccc(Br)cc1)SCC2)NCC1CCCO1 (configuration not stated) as listed: i, i, i, 1, 3, i, -1, i, i, i, i
CC(C)C(OC(=O)c1cc2occc2n1C)C(=O)NCc1ccc2c(c1)OCO2 (configuration not stated) as listed: i, i, i, -2, -1, i, -1, i, i, i, i

(listing goes on)
structure,KCNQ1 inh,KCNQ1 act,RGS4 pot,SKKanGAS inh,HDAC3 inhib,RGS4 block,hERG rescue,ANO1 block,ANO1 activ,KCNK3 inh,KCNK9 inh
COc1cccc(-c2cc3nc(-c4ccccc4)cc(N4CCCC(O)C4)n3n2)c1 (configuration not stated),9*,i,i,49,-17,i,-20,i,i,i,i
CCCCc1c(C)c2cc(C)ccc2[nH]c1=O,i,i,i,6,-3,i,-4,i,i,i,i
Cc1cc(C)c2cc(C#N)c(N3CCCN(C(=S)NCCCN(C)C)CC3)nc2c1,i,i,i,3,x,i,-13,i,i,i,i
Cc1ccn(CC(=O)NC2CCCN(Cc3ccc(CC(C)C)cc3)C2)n1 (configuration not stated),i,i,i,-1,0,i,-11,i,i,i,i
